# Assay outcomes deposited in PubChem by National Center for Advancing Translational Sciences (NCATS).
# AmpC detergent = blocks E. coli AmpC beta-lactamase in detergent assay. 370,000 tested, 0.041% active. Potency, µM (titrated, usually from 114 µM), without a hit: at the top dose activity change, negative = inhibition, actives largely listed as inhibitors. AmpC hydrolysis of nitrocefin, absorbance 480 nm, 0.01% Triton;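 further: potency means the concentration at half of the fitted maximal effect; 0% = no-compound wells and -100% = no-enzyme wells; nearly all actives have a fitted effect of over 25% in size; some results filed as inactive show a strong effect at the top dose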
# Target sequence (P00811 whole entry, looked up): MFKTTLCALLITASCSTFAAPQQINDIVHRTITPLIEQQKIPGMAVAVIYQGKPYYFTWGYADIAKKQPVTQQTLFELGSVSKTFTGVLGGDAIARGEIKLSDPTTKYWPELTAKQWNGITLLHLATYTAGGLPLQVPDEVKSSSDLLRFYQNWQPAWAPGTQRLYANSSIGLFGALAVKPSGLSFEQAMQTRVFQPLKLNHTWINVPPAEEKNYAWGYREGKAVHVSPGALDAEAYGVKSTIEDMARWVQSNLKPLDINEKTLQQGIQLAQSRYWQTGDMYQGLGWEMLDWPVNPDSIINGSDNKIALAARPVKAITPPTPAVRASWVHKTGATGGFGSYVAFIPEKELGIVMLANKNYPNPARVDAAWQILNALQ
#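 AmpC (5.3 nM in the dispensed reagent) in 20 mM phosphate pH 7.0 with 0.01% (detergent screen) or 0.0001% Triton X-100 was preincubated with compounds for 15 min at room temperature. Nitrocefin was then added from an 800 uM solution, and hydrolysis was followed at 480 nm.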
# Sm TGR inh = inhibitors of Schistosoma mansoni thioredoxin glutathione reductase. Q962Y6. purified TGR, DTNB reduction, TNB absorbance 405 nm. Potency, µM (highest dose often 114 µM), inactives show at the highest dose activity change, negative = inhibition, most hits filed as inhibitors. 360,000 tested, 3% active. AID 485364; further: potency means the concentration at half of the fitted maximal effect; nearly all actives have a fitted effect of over 60% in size
#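 TGR 20 nM + NADPH 100 uM (dispensed conc.), cpd preinc 15 min RT; start with NADPH (500 uM addition) then DTNB (15 mM addition). Kinetic TNB absorbance, 405 nm filter. Four-parameter Hill fit across titration.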
# LmPK inhibitor = LmPK (Leishmania mexicana) enzyme inhibition; Potency, µM (titrated, usually from 57.5 µM), without a hit: top-dose activity change, negative = inhibition, hits mostly inhibitors; 290,000 tested, 0.37% active; purified LmPK, Kinase-Glo ATP luminescence, 1 h; Q27686; further: potency means the concentration at half of the fitted maximal effect
# Target sequence (Q27686 whole entry, looked up): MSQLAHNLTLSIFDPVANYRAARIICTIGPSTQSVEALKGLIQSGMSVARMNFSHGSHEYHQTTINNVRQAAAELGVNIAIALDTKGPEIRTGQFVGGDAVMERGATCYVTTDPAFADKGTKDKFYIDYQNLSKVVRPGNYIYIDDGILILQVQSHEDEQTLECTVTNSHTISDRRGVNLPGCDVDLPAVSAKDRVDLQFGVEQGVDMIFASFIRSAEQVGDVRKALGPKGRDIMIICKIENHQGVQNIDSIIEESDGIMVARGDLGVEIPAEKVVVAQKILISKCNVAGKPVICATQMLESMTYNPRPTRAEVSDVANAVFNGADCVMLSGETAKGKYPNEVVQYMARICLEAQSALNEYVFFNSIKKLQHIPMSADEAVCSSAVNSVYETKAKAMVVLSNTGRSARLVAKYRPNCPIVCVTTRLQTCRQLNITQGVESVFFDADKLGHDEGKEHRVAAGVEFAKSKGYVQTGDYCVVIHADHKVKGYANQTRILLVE
#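 Kinase-Glo luminescence read after 1 h RT reaction of 0.1 nM LmPK with 0.5 mM PEP and 0.1 mM ADP. Activity scaled between uninhibited and enzyme-free controls.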
# HCMV antiviral = inhibitors of human cytomegalovirus; HFF cells, HCMV-luciferase reporter, 72 h; stronger effect = lower value; activity change, negative = inhibition, % at 57.5 µM; AID 1259415; 410,000 tested, 4.5% active; in the data active means activity change below about -60%; inconclusive means no clear call, values can overlap the other calls; inactive means above about -39%
#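 Human foreskin fibroblasts infected with luciferase-reporter HCMV at MOI 1 PFU/cell, compounds at two doses. Luciferase measured 72 h post infection; normalized to buffer-only basal and Salinomycin (10uM) controls.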
# TbPYK inhibitor = blocks Trypanosoma brucei pyruvate kinase; Q57TT1; TbPYK enzyme, Kinase-Glo Plus ATP luminescence, 45 min; Potency, µM (series often up to 76.8 µM), inactives show top-dose activity, negative = inhibition, actives largely listed as inhibitors; 410,000 tested, 0.12% active; AID 624173; further: potency means the concentration at half of the fitted maximal effect; nearly all actives have a fitted effect of over 50% in size
#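 Assay buffer: 50 mM TEA pH 7.2, 100 mM KCl, 10 mM MgCl2, 0.05% BSA, 0.01% Tween-20. Pyruvate kinase from T. brucei plus substrate met compound, then ADP (130 uM final). Luminescence was read post 45 min RT.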
# AmpC no deterg = blocks E. coli AmpC beta-lactamase in detergent-free assay. AmpC nitrocefin hydrolysis, absorbance 480 nm, 0.0001% Triton. P00811. Potency, µM (highest dose often 57.1 µM), without a hit: top-dose activity change, negative = inhibition, usual class: inhibitors. 330,000 tested, 0.52% active;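 further: potency means the concentration at half of the fitted maximal effect; plate controls were no compound for no effect and no enzyme for full effect; nearly all actives have a fitted effect of over 20% in size; some results filed as inactive show a strong effect at the top dose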
#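 20 mM phosphate pH 7.0 + 0.01% (detergent screen) or 0.0001% Triton X-100; 5.3 nM AmpC reagent; cpd preinc 15 min RT; nitrocefin (800 uM stock) to start; A480 q20 s × 4 min; Activity was normalised to no-enzyme and no-compound control wells.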
# AMA1 RON2 block = AMA1-RON2 (P. falciparum) interaction inhibition | Potency, µM (doses to about 58.2 µM), inactives show top-dose activity change, negative = inhibition, usual class: inhibitors | 360,000 tested, 0.2% active | AlphaScreen AMA1-biotinylated RON2 peptide binding | AID 720542;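 further: potency means the concentration at half of the fitted maximal effect; 0% = vehicle wells and -100% = peptide control; nearly all actives have a fitted effect of over 45% in size; some results filed as inactive show a strong effect at the top dose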
#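 AMA1 (3D7) with his tag at 25 nM final met compounds first, then biotinylated RON2 peptide at 25 nM; detection used donor plus acceptor beads, 10 µg/mL apiece, read by AlphaScreen after 30 min at room temperature.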
# Numbers without * were called inactive; ? = inconclusive; / = no result given; & = joins results of further samples; [ ] = another dose, or the depositor's remark. Unless noted, the call rests on the fitted dose curve; in most records, active means well fitted curve in the direction sought with a large enough effect; inconclusive means small, poorly fitted or top-dose-only effect, or another doubt; inactive means no such curve, though single readings can be large; an effect the other way counts as inactive or inconclusive. Unless noted, on the % scale 0 is the no-effect control and ±100 the full control effect.
SMILES,AmpC detergent,Sm TGR inh,LmPK inhibitor,HCMV antiviral,TbPYK inhibitor,AmpC no deterg,AMA1 RON2 block
O=c1c2c(-c3cccs3)csc2ncn1-c1ccc(Br)cc1,-13%,-19%,0%,-3,-6%,-51%,30%
CC1(C)OC(=O)C(=NNc2ccccc2C(=O)O)C(=O)O1,1%,3%,-4%,-7,5%,-8%,78%[activator]
CCN(CC)S(=O)(=O)c1cc(NC(=O)c2n[nH]c(=O)c3ccccc23)ccc1C,3%,0%,3%,-34,-2%,-8%,-1%
O=C(NC1CCCCC1)c1ccc2ccccc2c1,/,/,/,13,0%,/,8%
CCC(=NCCc1c(C)[nH]c2ccc(OC(F)(F)F)cc12)C1=C(O)CC(c2ccccc2)CC1=O (stereo not given),8%,8%,1%,-23,4%,-4%,-27%
O=C1C(Nc2ccc(O)cc2)=C/C(=N/S(=O)(=O)c2cccs2)c2ccccc21,?,-17%,?,-99*,-23%,-33%[11.4 µM],25µM*
COc1ccc(/C=C/C(=O)Nc2cccnc2Cl)cc1,-9%,-11%,-3%,21,-1%,-23%,0%
Cc1ccc(S(=O)(=O)N2CCOC23CCN(C(=O)c2cc(Cl)ccc2Cl)CC3)cc1,-6%,-14%,-1%,-36,7%,15%,-7%
CCCCN(Cc1ccccc1)C1CCN(Cc2ccccc2)CC1,-8%,4%,-1%,-31,-1%,-21%,-4%
C[N+]12CCC(CC1)C(C(O)(c1cccc(Cl)c1)c1cccc(Cl)c1)C2 (stereo not given),-12%,10%,9%,-17,-9%,43%,-7%
CC(C)Cc1ccc(-c2cc3nc(NCC4CC4)ccn3n2)cc1,/,/,/,8,-2%,/,13%
CC1=C(C(=O)N(C(C)C)C(C)C)CC(CC(=O)NCc2ccco2)C(=O)N1Cc1ccccc1 (stereo not given),/,/,/,-19,-5%,/,-3%
CCCC(=O)NC(=S)Nc1ccccc1C(F)(F)F,0%,-25%,-2%,8,-4%,/,-5%
CC(=O)Nc1ccc(-c2csc(NC(=O)CCCc3cccs3)n2)cc1,-1%,-2%,-1%,-17,1%,-25%,2%
c1ccc(COc2ccc(CNCc3cccnc3)cc2)cc1,1%,7%,-6%,-4,1%,-8%,-1%
CC(=O)C[C@@H](O)CC(=O)[C@@H]1OC(=O)CCCCCCCc2ccccc21,/,/,/,5,1%,91%[activator],-3%
CC(=O)OCc1cnc(C)c2oc(=O)c(C(=O)Nc3cccc(F)c3)cc12,-4%,0%,/,3,8%,/,/
COc1ccc(OC)c(NC(=O)c2cc3ccccc3cc2OC)c1,?,7%,-11%,41,5%,97%[activator],-5%
COc1ccccc1N1CCN(C(=O)CSc2nc3ccccc3nc2Cc2ccc(F)cc2)CC1,23%,2%,/,-6,1%,/,/
Cc1nc(NC2CCCC2)sc1C(=O)N(C)C,-15%,-24%,14%,-12,-1%,-20%,-1%
COc1cc(NC(=O)c2cccc(Br)c2)nc(OC)n1,9%,8%,-8%,27,2%,3%,-3%
COC(=O)c1cc(NC2c3ccccc3C(=O)N2Cc2ccco2)cc(C(=O)OC)c1 (stereo not given),-10%,-2%,6%,7,-3%,-9%,3%
O=C(NCCc1ccccc1)c1ccc(CS(=O)(=O)Cc2ccccc2F)o1,-14%,0%,3%,-30,-3%,-20%,-14%
O=C(NCCc1ccccc1)C1CCN(C2CCN(C(=O)CC3=CCCCC3)CC2)CC1,5%,-2%,0%,-29,1%,58%,21%
O=C(NC(NC(=S)Nc1ccccc1Cl)C(Cl)(Cl)Cl)c1cccc(Cl)c1 (stereo not given),-10%,-1%,0%,-99*,-10%,-25%,1%

# The closing two entries of the part above lead into the next:
SMILES,AmpC detergent,Sm TGR inh,LmPK inhibitor,HCMV antiviral,TbPYK inhibitor,AmpC no deterg,AMA1 RON2 block
O=C(NCCc1ccccc1)C1CCN(C2CCN(C(=O)CC3=CCCCC3)CC2)CC1,5%,-2%,0%,-29,1%,58%,21%
O=C(NC(NC(=S)Nc1ccccc1Cl)C(Cl)(Cl)Cl)c1cccc(Cl)c1 (stereo not given),-10%,-1%,0%,-99*,-10%,-25%,1%
COc1ccc(NC(=O)CS(=O)CC(=O)Nc2cccc3cccnc23)cc1 (stereo not given),0%,7%,-6%,29,1%,-6%,30%[activator]
N#CC1(NC(=O)CSc2nnc(-c3ccccc3F)o2)CCCCC1,?,0%,/,?,-8%,-12%,0%
C[C@@H]1CN([C@@H](C)CO)C(=O)CCCn2nncc2CO[C@@H]1CN(C)C(=O)OCc1ccccc1,/,/,/,-11,4%,/,17%
CC(=O)Nc1cccc(-c2cc(-c3c(Cl)cccc3Cl)no2)c1,0%,11%,5%,-27,2%,16%,-5%
O=C(CN1C(=O)NC2(CCc3ccccc32)C1=O)NCc1cccc(C(F)(F)F)c1 (stereo not given),/,/,/,9,9%,3%,-10%
CC[N+](C)(CC)CCOC(=O)C1c2ccccc2Oc2ccccc21,-4%,-4%,/,17,-8%&3%,-2%,-18%
COCc1ccc(-c2ccc3c(c2)c(C#Cc2ccsc2)c(-c2cc(OC)cc(OC)c2)n3C)cc1,5%,-2%,/,-19,2%,-17%,-3%
COc1ccc(-c2ncncc2-c2csc(C)n2)c(O)c1OC,1%,0%,-2%,30,5%,-25%,-3%
Cc1cccc2sc(NC(=O)c3ccc(OCC4CCCO4)cc3)nc12 (stereo not given),-1%,/,-11%,0,3%,5%,-6%
CN(C)CCNC(=O)c1c(NC(=O)c2ccccc2)sc2c1CCCC2,?,9%,5%,-24,9%,30%,-11%
Cc1nc(Nc2cccc(C(C)O)c2)c2nnn(Cc3ccccc3F)c2n1 (stereo not given),-2%,1%,3%,-3,-3%,44%,13%
CC1CN(C(=O)COC(=O)Cc2c(Cl)cccc2Cl)CC(C)O1 (stereo not given),/,/,/,-24,37%[activator],0%,34%[activator]
CCS(=O)(=O)Nc1cccc(-c2cc(-c3ccccc3)c3cc(C)ccc3n2)c1,7%,-9%,2%,?,1%,1%,-5%
O=S(=O)(c1ccc(F)cc1)N1CCc2ccccc21,2%,6%,0%,-34,9%,-8%,13%
CCOc1ccc(-n2c(SCC(=O)Nc3cccc(Cl)c3)nc3c(oc4ccccc43)c2=O)cc1,?,-1%,/,23,2%,/,/
CCc1nnc(NC(=O)C2=NN(C3CCS(=O)(=O)C3)C(=O)CC2)s1 (stereo not given),3%,7%,0%,-9,2%,-14%,4%
CC1(C)CC(=O)C(C=Nc2ccc3cn[nH]c3c2)=C(O)C1,-15%,-22%,-1%,46,-11%,-11%,24%
CCc1ccccc1NS(=O)(=O)c1ccc2[nH]cc(C(=O)N(CC(C)C)CC(C)C)c(=O)c2c1,2%,-12%,/,10,-1%,/,/
CN(C)C(CNC(=O)c1sc2ccccc2c1Cl)c1ccco1 (stereo not given),/,/,/,13,-2%,/,-3%
CCOC(=O)c1noc2ncn(Cc3cccc(C#N)c3)c(=O)c12,16%,-1%,/,49,2%,/,/
CCc1ccccc1NC(=O)CSc1ccsc1[N+](=O)[O-],-11%,-33%,5%,-66*,-8%,?,-17%
CCCOc1ccc(N2C(=O)CC(N(CCc3ccc(OC)c(OC)c3)C(=S)Nc3ccccc3)C2=O)cc1 (stereo not given),-11%,-10%,0%,/,-9%,26%,-2%
Cc1onc(-c2ccccc2)c1C(=O)N1CC(C)OC(C)C1 (stereo not given),-7%,-24%,-3%,-31,1%,0%,-1%
[C-]#[N+][C@H](O[C@@H]1O[C@H](CO)[C@@H](O)[C@H](O)[C@H]1O)c1ccccc1,/,/,/,61,1%,/,1%
CC(=O)N1CCc2c(sc(NC(=O)CSc3ccc(F)cc3)c2-c2nc3ccccc3s2)C1,-2%,-6%,/,-96*,2%,/,/

# Of the compounds above, two contain a cyano group:
SMILES,AmpC detergent,Sm TGR inh,LmPK inhibitor,HCMV antiviral,TbPYK inhibitor,AmpC no deterg,AMA1 RON2 block
N#CC1(NC(=O)CSc2nnc(-c3ccccc3F)o2)CCCCC1,?,0%,/,?,-8%,-12%,0%
CCOC(=O)c1noc2ncn(Cc3cccc(C#N)c3)c(=O)c12,16%,-1%,/,49,2%,/,/

# Other entries
SMILES,AmpC detergent,Sm TGR inh,LmPK inhibitor,HCMV antiviral,TbPYK inhibitor,AmpC no deterg,AMA1 RON2 block
O=C(CSc1nnc(-c2ccc(F)cc2)c2ccccc12)NCC1CCCO1 (stereo not given),?,2%,0%,-31,-5%,-16%[11.4 µM],17%
CCOc1ccc(S(=O)(=O)NCCCl)cc1,1%,10%,7%,17,-2%,0%,0%
CCN(C(=O)CSc1nnc(C)n1Cc1ccccc1)C1CCS(=O)(=O)C1 (stereo not given),-7%,2%,1%,4,3%,-6%,-16%
CCc1ccccc1OCC(=O)Nc1nnc(C2CC2)s1,/,/,/,-22,6%,/,16%
Cc1cc(-c2nn(-c3ccccc3F)cc2CN2CCC(C(N)=O)CC2)c(C)s1,3%,45µM*,3%,-13,0%,33%,-7%
CC1(Cc2ccc3c(c2)OCO3)C(=O)Nc2ccc(-c3cccc(C(F)(F)F)c3)cc21 (stereo not given),/,/,/,-8,-2%,/,0%
N#CC1=C(N)C(C#N)(C#N)[C@H](c2cccnc2)[C@H]2CN(C(=O)OCc3ccccc3)CC=C12,-10%,?,2%,-21,-15%,-29%,15%
Cc1ccc(CN(C(=O)COc2ccc(Cl)c(C)c2)C2CCS(=O)(=O)C2)o1 (stereo not given),-7%,-32%,/,-18,3%,/,/
CCOc1ccc(-n2c(SCc3nc(-c4ccc(OC)cc4)no3)nnc2-c2ccncc2)cc1,6%,7%,/,-14,0%,/,/
Cc1ccc(C2=Nc3cccnc3C(c3ccccc3)=NN2)cc1,-8%,0%,7%,121,-15%,-11%,17%
Cc1ccc(S(=O)(=O)N2CCN(C(=O)CNC(=O)c3ccc(Cl)cc3)CC2)cc1,/,/,/,-32,-2%,0%,-10%
Cn1c(C(=O)NCc2cccc(Cl)c2)cc2oc3ccccc3c21,21%,24%,/,-64*,-4%,/,/
COc1ccccc1NC(=S)NC(=O)C(C)(C)C,-8%,-34%,2%,-13,1%,6%,4%

# Only AmpC no deterg, HCMV antiviral and LmPK inhibitor (2 entries from above):
smiles	AmpC no deterg	HCMV antiviral	LmPK inhibitor
CCN(C(=O)CSc1nnc(C)n1Cc1ccccc1)C1CCS(=O)(=O)C1 (stereo not given)	-6%	4	1%
CCOc1ccc(-n2c(SCc3nc(-c4ccc(OC)cc4)no3)nnc2-c2ccncc2)cc1	/	-14	/
